OX1R antag-1: OX1R (human) antagonism; O43613; OX1R-expressing cells, FRET antagonist read-out; inhibition, % at 6.6 µM; hit rate 1.8% among 330,000; AID 485270; in the data active = inhibition mostly above about 38%, no sharp cut-off; inactive = mostly below about 40%;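 note: 0% = agonist challenge alone and 100% = reference antagonist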
Target sequence (O43613 whole entry, looked up): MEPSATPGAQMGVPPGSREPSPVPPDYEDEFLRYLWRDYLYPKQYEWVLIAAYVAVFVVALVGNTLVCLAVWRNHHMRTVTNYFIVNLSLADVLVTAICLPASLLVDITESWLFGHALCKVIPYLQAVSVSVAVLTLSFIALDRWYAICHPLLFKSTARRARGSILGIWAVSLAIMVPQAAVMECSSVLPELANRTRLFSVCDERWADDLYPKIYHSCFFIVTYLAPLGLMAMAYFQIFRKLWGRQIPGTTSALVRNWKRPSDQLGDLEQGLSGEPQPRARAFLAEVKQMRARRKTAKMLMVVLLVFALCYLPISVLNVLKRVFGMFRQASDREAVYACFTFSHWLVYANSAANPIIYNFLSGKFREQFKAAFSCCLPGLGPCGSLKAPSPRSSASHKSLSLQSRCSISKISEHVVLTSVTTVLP
OX1R antag-2: antagonists of human orexin 1 receptor; hit rate 0.43% among 330,000; O43613; CHO/OX1R cells, Fluo-8 calcium fluorescence, orexin A; AID 434989; inhibition, % at 5 µM;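 active = inhibition above its plate's threshold, mean inhibition of all tested compounds on the plate plus 3 SD, cut at about 37% in these data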;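 note: 0% = orexin A challenge wells and 100% = SB-334867-A antagonist wells; not every result past the cut was called active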
* hit, by the source's call. Outcome played no part in choosing rows, and some 2% of all compounds hit somewhere here.

`Cc1ccsc1/C=N\NC(=O)CCc1c(C)n[nH]c1C` gave OX1R antag-1 3 and OX1R antag-2 -16.
CC(C)COC(=O)N1CC(O)CC1C(=O)O (configuration not stated) was read as OX1R antag-1 4 and OX1R antag-2 -7.
Screening CCOC(=O)c1c(N)sc2c1CCS(=O)(=O)C2 returned OX1R antag-1 9 and OX1R antag-2 -15.
For CCOC(=O)c1cc(C(=O)OCC)c2cc(Br)ccc2n1 the results were OX1R antag-1 5 and OX1R antag-2 -24.
`CC1CCN(S(=O)(=O)c2cccc(C(=O)O)c2)CC1` gave OX1R antag-1 7 and OX1R antag-2 -9.
For C/C(=N/NC(=O)c1ccoc1C)C12CC3CC(CC(C3)C1)C2 the results were OX1R antag-1 16 and OX1R antag-2 -1.
Screening NC(=O)CNC(=O)c1ccc(Cl)cc1 returned OX1R antag-1 -1 and OX1R antag-2 11.
For O=C(COC(=O)c1ccc(-c2cnc3ccccc3n2)cc1)c1ccccc1 the results were OX1R antag-1 7 and OX1R antag-2 -20.
Screening Brc1ccc2[nH]ncc2c1 returned OX1R antag-1 -2 and OX1R antag-2 -5.
For Cc1cc(NC(=O)CSc2nnc3c(C)cc4cc(C)c(C)cc4n23)no1 the results were OX1R antag-1 3 and OX1R antag-2 -6.
COc1ccc(CCNC(=O)c2cc(-c3ccccc3)c(N3CCOCC3)s2)c(OC)c1OC was read as OX1R antag-1 9 and OX1R antag-2 -40.
For COc1ccc(NC(=O)CN(C)C(=O)c2ccc3c(c2)NC(=O)CS3)cc1 the results were OX1R antag-1 4 and OX1R antag-2 6.
`Cc1ccccc1NC(=O)C1CCC(C)(C(=O)O)C1(C)C` (configuration not stated) gave OX1R antag-1 8 and OX1R antag-2 -3.
`CC(=C/c1ccccc1)/C=N/NC(=O)c1cnccn1` gave OX1R antag-1 29 and OX1R antag-2 -12.
O=C(CSc1nnc(CCc2nc3ccccc3[nH]2)n1-c1ccccc1)NCc1ccco1 was read as OX1R antag-1 20 and OX1R antag-2 -26.
For COC(=O)c1ccc(OCCCCN(C)Cc2ccccc2)cc1 the results were OX1R antag-1 -7 and OX1R antag-2 -34.
O=C(Nc1cc(Cl)cc(Cl)c1)C(NCC1CCCO1)c1ccccc1 (configuration not stated) was read as OX1R antag-1 23 and OX1R antag-2 -50.
Screening NC(=O)C1=C[C@@H](C2CCCCC2)C[C@@H](OCc2ccc(CO)cc2)O1 returned OX1R antag-1 7 and OX1R antag-2 -8.
For O=C(CSc1cn[nH]n1)Nc1ccccc1C(=O)O the results were OX1R antag-1 3 and OX1R antag-2 8.
Screening COc1ccccc1NC(=S)NCc1ccc(Cl)cc1 returned OX1R antag-1 28 and OX1R antag-2 -4.
Screening CC(C)C[C@H](NC(=O)c1nc[nH]c1C(=O)NCC(=O)OC(C)(C)C)C(=O)OC(C)(C)C returned OX1R antag-1 4 and OX1R antag-2 -41.
Screening c1ccc(-c2nnc(N3CCOCC3)c3ccccc23)cc1 returned OX1R antag-1 14 and OX1R antag-2 -7.
`Cc1cc(C)c(OCC(=O)Nc2ccc(N3CCOCC3)cc2)c(Br)c1` gave OX1R antag-1 40 and OX1R antag-2 -9.
`CC(Cl)C(=O)NNC(=O)CNS(=O)(=O)c1ccccc1` (configuration not stated) gave OX1R antag-1 6 and OX1R antag-2 -19.
`CNc1c(NS(=O)(=O)c2ccc(CC(C)C)cc2)c(=O)oc2ccccc12` gave OX1R antag-1 10 and OX1R antag-2 -13.
`O=C(NNC(=O)C1CC(=O)N(Cc2ccccc2)C1)c1ccc(F)cc1` (configuration not stated) gave OX1R antag-1 7 and OX1R antag-2 -11.
Screening O=C(c1coc(=O)c(Br)c1)N1CCC(C(O)(c2ccccc2)c2ccccc2)CC1 returned OX1R antag-1 14 and OX1R antag-2 -4.
CC(O)CNc1ccc(-c2nn(C)c(=O)c3ccccc23)cc1[N+](=O)[O-] (configuration not stated) was read as OX1R antag-1 33 and OX1R antag-2 -25.
Screening CCN1C(=O)/C(=C/C=C2\N(CC)c3cc(S(=O)(=O)N(C)C)ccc3N2c2ccccc2)SC1=S returned OX1R antag-1 15 and OX1R antag-2 30.
For CCN(CC)S(=O)(=O)c1cccc(S(=O)(=O)c2cccc(S(=O)(=O)N(CC)CC)c2)c1 the results were OX1R antag-1 18 and OX1R antag-2 14.

Brought forward from above: seven compounds, followed by the next part.
`CC(Cl)C(=O)NNC(=O)CNS(=O)(=O)c1ccccc1` (configuration not stated) gave OX1R antag-1 6 and OX1R antag-2 -19.
`CNc1c(NS(=O)(=O)c2ccc(CC(C)C)cc2)c(=O)oc2ccccc12` gave OX1R antag-1 10 and OX1R antag-2 -13.
`O=C(NNC(=O)C1CC(=O)N(Cc2ccccc2)C1)c1ccc(F)cc1` (configuration not stated) gave OX1R antag-1 7 and OX1R antag-2 -11.
Screening O=C(c1coc(=O)c(Br)c1)N1CCC(C(O)(c2ccccc2)c2ccccc2)CC1 returned OX1R antag-1 14 and OX1R antag-2 -4.
CC(O)CNc1ccc(-c2nn(C)c(=O)c3ccccc23)cc1[N+](=O)[O-] (configuration not stated) was read as OX1R antag-1 33 and OX1R antag-2 -25.
Screening CCN1C(=O)/C(=C/C=C2\N(CC)c3cc(S(=O)(=O)N(C)C)ccc3N2c2ccccc2)SC1=S returned OX1R antag-1 15 and OX1R antag-2 30.
For CCN(CC)S(=O)(=O)c1cccc(S(=O)(=O)c2cccc(S(=O)(=O)N(CC)CC)c2)c1 the results were OX1R antag-1 18 and OX1R antag-2 14.
Screening Cc1ccc(NC(=O)c2ccn(C)n2)c(Br)c1 returned OX1R antag-1 8 and OX1R antag-2 -13.
`Cc1ccc(C(=O)C2C(c3cccs3)NC(=O)NC2(O)C(F)(F)F)cc1` (configuration not stated) gave OX1R antag-1 16 and OX1R antag-2 -14.
CCC1=NN(C(=O)COc2ccccc2)C(O)(c2ccc(Br)cc2)C1 (configuration not stated) was read as OX1R antag-1 10 and OX1R antag-2 -25.
`Nc1c(C(=O)CSc2n[nH]c(-c3ccccc3Br)n2)c(=O)[nH]c(=O)n1C1CC1` gave OX1R antag-1 8 and OX1R antag-2 -15.
`O=C(N/C(=C/c1cn(-c2ccccc2)nc1-c1ccccc1)C(=O)N1CCOCC1)c1ccccc1` gave OX1R antag-1 10 and OX1R antag-2 -9.
Screening O=C(C[C@@H]1C/C=C\C[C@H](Cc2ccc(F)cc2)C(=O)OC[C@@H](c2ccccc2)NC1=O)NCCO returned OX1R antag-1 16 and OX1R antag-2 0.
`CN(C)C(=O)N1CCN(C(=O)c2ccccc2Sc2ccccc2C#N)CC1` gave OX1R antag-1 9 and OX1R antag-2 -29.
C=CCn1c(SCC(=O)Nc2nc(C)cs2)nnc1C(C)NC(=O)c1ccccc1Cl (configuration not stated) was read as OX1R antag-1 8 and OX1R antag-2 -27.
O=S(=O)(c1ccc(-c2csc(-c3cccnc3)n2)cc1)N1CCOCC1 was read as OX1R antag-1 13 and OX1R antag-2 -22.
Screening C=CCOC(=O)C1=C(C)NC(SCC(N)=O)=C(C#N)C1c1cccs1 (configuration not stated) returned OX1R antag-1 25 and OX1R antag-2 -13.
For O=C(c1cc2c(=O)n3ccccc3nc2s1)N1CCN(Cc2ccccc2)CC1 the results were OX1R antag-1 62 and OX1R antag-2 -1.
`O=C(Nc1ccccc1Br)C1CCCN1S(=O)(=O)c1cccc2nsnc12` (configuration not stated) gave OX1R antag-1 56* and OX1R antag-2 -1.
CCN(C(=O)c1ccccc1F)c1nc(-c2ccc(OC)cc2)cs1 was read as OX1R antag-1 7 and OX1R antag-2 -3.
`Cc1cc(N2CCOCC2)c2c(N)c(C)cc(C)c2n1` gave OX1R antag-1 24 and OX1R antag-2 -6.
Screening CC(C)[C@H](NC(=O)c1ccccc1Cl)C(=O)Nc1ccc(S(=O)(=O)Nc2nccs2)cc1 returned OX1R antag-1 6 and OX1R antag-2 -29.
`Cc1cc(=O)[nH]c(SCCCOc2ccccc2Cl)n1` gave OX1R antag-1 14 and OX1R antag-2 -10.
For O=C(CNC(=O)c1ccccc1)OCc1nnc(-c2ccc(Cl)cc2)o1 the results were OX1R antag-1 16 and OX1R antag-2 -19.
Screening O=C(Cn1cc(C(F)(F)F)cc(Cl)c1=O)NCCc1ccccc1 returned OX1R antag-1 20 and OX1R antag-2 -5.
For COc1ccc(CC(=O)Nc2ccc(N3CCCC3)c(C)c2)cc1 the results were OX1R antag-1 8 and OX1R antag-2 -10.
For COc1ccc(NC(=O)Cc2cccs2)cc1S(=O)(=O)N1CCCCC1 the results were OX1R antag-1 8 and OX1R antag-2 -2.

3 entries from above, arranged by SMILES length, low to high.
`Cc1cc(=O)[nH]c(SCCCOc2ccccc2Cl)n1` gave OX1R antag-1 14 and OX1R antag-2 -10.
For O=C(CNC(=O)c1ccccc1)OCc1nnc(-c2ccc(Cl)cc2)o1 the results were OX1R antag-1 16 and OX1R antag-2 -19.
For O=C(c1cc2c(=O)n3ccccc3nc2s1)N1CCN(Cc2ccccc2)CC1 the results were OX1R antag-1 62 and OX1R antag-2 -1.

(cont.)
For CCCNC(=O)C(=O)N/N=C/c1ccc(OCc2ccccc2)cc1 the results were OX1R antag-1 10 and OX1R antag-2 -1.
COC(=O)c1cn[nH]c1NC(=S)Nc1ccccc1C was read as OX1R antag-1 7 and OX1R antag-2 -12.
For NC(=O)CSCc1c(Cl)cccc1Cl the results were OX1R antag-1 8 and OX1R antag-2 -5.
For Cc1ccc(-n2nc3c(=O)n(CCCC(=O)NCc4ccc(F)cc4)nc(C)c3c2C)cc1 the results were OX1R antag-1 21 and OX1R antag-2 -29.
Screening COc1ccc(NC(=O)c2nn(C34CC5CC(CC(C5)C3)C4)cc2[N+](=O)[O-])cc1 returned OX1R antag-1 26 and OX1R antag-2 -27.
Fc1ccc(CN2CCN(c3ncccn3)CC2)cc1 was read as OX1R antag-1 19 and OX1R antag-2 -11.
`COc1ccc(/C=N/NC(=O)c2ccncc2)c(C(=O)O)c1OC` gave OX1R antag-1 8 and OX1R antag-2 -13.
For O=C(O)C1CCCN1C(=O)c1cncc(Br)c1 (configuration not stated) the results were OX1R antag-1 6 and OX1R antag-2 2.
Screening O=C(CN1CCN(c2ccc(C(F)(F)F)cn2)CC1)NCc1ccc2c(c1)OCO2 returned OX1R antag-1 13 and OX1R antag-2 -18.
For CCOC(=O)N1CCN(C(=O)CSc2ncnc3ccccc23)CC1 the results were OX1R antag-1 9 and OX1R antag-2 -22.
`CC(C)(C)[C@H]1COC(=O)CC/C=C\C[C@@H](CC(=O)N[C@H](CO)Cc2ccccc2)C(=O)N1` gave OX1R antag-1 3 and OX1R antag-2 -17.
CCCCOc1ccccc1NC(=O)C=C(C)C was read as OX1R antag-1 12 and OX1R antag-2 -26.
Screening O=C(Nc1cccs1)NC1CCCC1 returned OX1R antag-1 13 and OX1R antag-2 -13.
COC(=O)C1=C(C)C(c2ccc(OC)cc2)NC(=O)N1 (configuration not stated) was read as OX1R antag-1 12 and OX1R antag-2 -14.
For Cc1nc(SC2CC(=O)N(c3ccccc3)C2=O)n[nH]1 (configuration not stated) the results were OX1R antag-1 -4 and OX1R antag-2 0.
`CN(C)C=NC(=O)/C(C#N)=C1\CCc2ccccc2N1` gave OX1R antag-1 1 and OX1R antag-2 -5.
COc1ccccc1C(=O)Nc1nnc(S(=O)(=O)N(C)Cc2ccccc2)s1 was read as OX1R antag-1 36 and OX1R antag-2 -30.
CCOc1ccccc1N1CCN(C(=O)c2ccc3nc(N)sc3c2)CC1 was read as OX1R antag-1 8 and OX1R antag-2 -13.
Screening O=C1NC(=O)C2C3c4ccccc4C(c4ccccc43)C12 (configuration not stated) returned OX1R antag-1 10 and OX1R antag-2 -5.
`c1coc(CSSCc2ccco2)c1` gave OX1R antag-1 0 and OX1R antag-2 -12.
For COc1ccc(C(=O)COc2ccccc2C#N)cc1 the results were OX1R antag-1 8 and OX1R antag-2 -15.
Screening Nc1nnc(SCC(=O)N2CCc3ccccc3C2)s1 returned OX1R antag-1 7 and OX1R antag-2 -12.
COCCCn1c(N)c(-c2nc3ccccc3n2C)c2nc3ccccc3nc21 was read as OX1R antag-1 22 and OX1R antag-2 -5.
For Cc1ccc(C(=O)Nc2ccc3cn[nH]c3c2)cc1S(=O)(=O)N1CCCCC1 the results were OX1R antag-1 28 and OX1R antag-2 5.
Screening Cc1ccccc1C(=O)N1CCN(c2ccc(NC(=S)NC(=O)c3ccco3)cc2)CC1 returned OX1R antag-1 2 and OX1R antag-2 3.
`c1ccc(CCc2nc(-c3cccnc3)no2)cc1` gave OX1R antag-1 15 and OX1R antag-2 -7.
O=C(CN1C(=O)c2ccccc2C1=O)OCC(=O)c1ccccc1 was read as OX1R antag-1 14 and OX1R antag-2 -7.
`Cc1cc2c(cc(C(=O)O)n2C)s1` gave OX1R antag-1 15 and OX1R antag-2 -5.
`CCn1cc(C(=O)NCC(OC)OC)c(=O)c2cc(S(=O)(=O)N(C)C3CCCCC3)ccc21` gave OX1R antag-1 10 and OX1R antag-2 -6.
O=C(CSc1nc2ncc(Br)cc2[nH]1)Nc1ccccc1-c1ccccc1 was read as OX1R antag-1 36 and OX1R antag-2 17.
Cc1cccc(NC(=O)CN(C)S(=O)(=O)c2cnc[nH]2)c1 was read as OX1R antag-1 3 and OX1R antag-2 -8.
For CCOC(=O)C1=C(NC(=S)NC(=O)c2ccccc2)c2ccccc2CC1(C)CC (configuration not stated) the results were OX1R antag-1 9 and OX1R antag-2 -23.
For CC(C)CC(/C(O)=C(\C#N)c1nc2ccccc2[nH]1)N1C(=O)c2ccccc2C1=O (configuration not stated) the results were OX1R antag-1 29 and OX1R antag-2 -25.
CCOC(=O)C1=C(C)N(c2nonc2NC(C)=O)C(N)=C(C#N)C1c1ccccc1F (configuration not stated) was read as OX1R antag-1 35 and OX1R antag-2 -7.
